Bioassay records from PubChem BioAssay.
TCR act – Activators of T cell receptors: qHTS campaign. primary human leukocytes, anti-CD3, IL-2 HTRF, 48 h. Potency, µM (titrated, usually from 9.22 µM), for the others: at the highest dose activation of IL-2 secretion, usual class: activators. 330,000 tested, under 10 active. AID 504894, 2011; also: % of control where 0% means no effect
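Activity was scored as IL-2 release from primary human leukocytes given only a TCR signal (a-CD3 beads) plus compound for 48 hr. Detection used a two-antibody HTRF format read at 665nm.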
Integrin act MD – qHTS for Activators of Integrin-Mediated Alleviation for Muscular Dystrophy. alpha7betagal myoblasts, beta-gal FDG fluorescence, 48 h. AID 624291, 2012. 350,000 tested, 0.064% active. Potency, µM (top dose mostly 38.3 µM), inactives show at the highest dose activation, most hits filed as activators;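 also: potency is read from the fitted curve at half-maximal effect; 100% = response of the positive control SU9516; nearly all actives have a fitted effect of over 60% in size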
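Alpha7betagal+/- myoblasts (passage 13) were plated 16-24 hr, then exposed to compounds (1:260 dilution of DMSO stock) for 48 hours at 37C. After MPER lysis, β-galactosidase reporter activity was read as FDG fluorescence (ex 480/em 540) after 30 minutes.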
Tb PFK inh – qHTS Assay to Find Inhibitors of T. brucei phosphofructokinase; ATP-dependent 6-phosphofructokinase (Trypanosoma brucei brucei), O15648; T. brucei PFK, ADP-Glo luminescence; Potency, µM (highest dose often 57.5 µM), inactives show at the top dose activity, negative = inhibition, most hits filed as inhibitors; 330,000 tested, 0.17% active;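 also: potency is read from the fitted curve at half-maximal effect; 0% = uninhibited 1x PFK enzyme wells and -100% = no-enzyme wells; nearly all actives have a fitted effect of over 60% in size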
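1.25 nM PFK with 0.5 mM F6P and 0.1 mM ATP in 0.1 M TEA pH 8.0, 5 mM MgCl2, incubated 45 min at room temperature; ADP measured by ADP-Glo luminescence; compounds titrated up to 57 uM.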
TSHR antagonist – Antagonists of the Thyroid Stimulating Hormone Receptor: HTS campaign; 330,000 tested, 0.2% active; activity change, negative = inhibition, % at 11.5 µM; TSHR-expressing cells, TSH-stimulated cAMP HTRF, 2 h; hits give low values; Thyrotropin receptor (Homo sapiens), P16473;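 active = activity change below a set negative limit, meaning inhibition stronger than a set level, cut at about -70% in these data; inconclusive = activity change between two set negative limits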; also: % is scaled to controls: 0 for no effect and ±100 for the full control effect
Target sequence (P16473 whole entry, looked up): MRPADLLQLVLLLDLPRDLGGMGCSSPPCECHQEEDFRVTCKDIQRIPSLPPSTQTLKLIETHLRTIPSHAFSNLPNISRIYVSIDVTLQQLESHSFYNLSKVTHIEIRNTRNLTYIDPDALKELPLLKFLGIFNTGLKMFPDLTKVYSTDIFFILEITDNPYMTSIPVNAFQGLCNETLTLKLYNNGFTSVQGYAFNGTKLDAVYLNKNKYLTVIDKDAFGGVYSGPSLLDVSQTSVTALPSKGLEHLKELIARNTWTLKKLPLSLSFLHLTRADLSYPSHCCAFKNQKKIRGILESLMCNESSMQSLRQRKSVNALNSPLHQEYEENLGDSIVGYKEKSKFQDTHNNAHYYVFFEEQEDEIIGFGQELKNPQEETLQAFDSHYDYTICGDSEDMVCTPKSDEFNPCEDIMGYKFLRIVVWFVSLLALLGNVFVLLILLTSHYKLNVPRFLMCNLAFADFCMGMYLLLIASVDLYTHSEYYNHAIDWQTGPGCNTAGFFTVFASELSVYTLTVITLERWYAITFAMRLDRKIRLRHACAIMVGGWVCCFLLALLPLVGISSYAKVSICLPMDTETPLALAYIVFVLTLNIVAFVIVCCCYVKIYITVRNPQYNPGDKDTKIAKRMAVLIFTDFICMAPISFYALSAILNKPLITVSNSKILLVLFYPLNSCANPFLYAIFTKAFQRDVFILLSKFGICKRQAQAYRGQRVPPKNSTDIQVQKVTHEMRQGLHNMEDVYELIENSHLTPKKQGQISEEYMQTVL
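Freshly harvested TSHR cells receive pin-tooled compound, then EC80 TSH at 4nM final. After 2 hours at 37 deg C, antibody in lysis buffer and cAMP-d2 are added; 30 minutes at ambient temperature precede the HTRF read.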
ELG1 DNA repair – qHTS screen for small molecules that inhibit ELG1-dependent DNA repair in human embryonic kidney (HEK293T) cells expressing luciferase-tagged ELG1 | HEK293T ELG1-luciferase reporter, luminescence, 16 h; DNA damage induced by 5-fluorouridine | 330,000 tested, 2.3% active | Potency, µM (doses to about 46.1 µM), for the others: at the highest dose activity change, negative = inhibition, usual class: inhibitors; also: potency is read from the fitted curve at half-maximal effect; % is scaled to controls: 0 for no effect and ±100 for the full control effect; nearly all actives have a fitted effect of over 55% in size
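Step one: seed 2,000 cells per well. Step two: pin-transfer compound or DMSO alongside 5-fluorouridine. Step three: incubate 16 hr, 37 °C, 5% CO2. Step four: add ONE-Glo, wait 30 min, read luminescence.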
Eya2 phos inh – qHTS Assay for Inhibitors of the Phosphatase Activity of Eya2; Protein phosphatase EYA2 (Homo sapiens), O00167; recombinant Eya2, OMFP fluorescence dephosphorylation (OMFP is methylfluorescein phosphate); Potency, µM (titrated, usually from 76.9 µM), for inactives: at the top dose activity, negative = inhibition, usual class: inhibitors; 330,000 tested, 0.006% active; AID 488837, 2010; also: potency is read from the fitted curve at half-maximal effect; % is scaled to controls: 0 for no effect and ±100 for the full control effect
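Eya2 protein (added as 0.2 uM solution) was preincubated with compound for 10 min at ambient temperature in 50 mM HEPES pH 7.5, 50 mM NaCl, 5 uM MgCl2, 0.05% BSA, 1 mM DTT. OMFP (added at 50 uM) then reacted 10 min; fluorescence read at 485/525 nm.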
S-ASM inh – Inhibitors of Secretory Acid Sphingomyelinase (S-ASM): qHTS; Potency, µM (titrated, usually from 57.5 µM), inactives show at the highest dose activity change, negative = inhibition, actives largely listed as inhibitors; placental ASM, HMU-PC fluorogenic substrate, 60 min; 340,000 tested, 0.006% active; also: potency is read from the fitted curve at half-maximal effect
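Human placenta-derived ASM preincubated with compound 10 min at room temperature, then reacted with 9 uM (final) fluorogenic HMU-PC substrate for 60 min at 37 C. Stop solution raises pH to 10; fluorescence read at Ex 386/Em 447 nm.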
BCR signal inh – qHTS Assay to Find Inhibitors of Chronic Active B-Cell Receptor Signaling | ABC-DLBCL IkBa-CBG/CBR reporter, luminescence ratio, 4 h | 340,000 tested, 0.05% active | Potency, µM (series often up to 46.1 µM), for the others: top-dose ratio change, negative = lower green/red ratio, usual class: inhibitors; active = well fitted inhibition curve with a large enough effect in the signal ratio, with a control signal flat, not every such curve was filed as active; inconclusive = small, poorly fitted or top-dose-only effect, or effect the other way, or a change in a side signal; the % refers to the signal ratio;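 also: potency is read from the fitted curve at half-maximal effect; plate controls were basal doxycycline-induced cells for no effect and cells given 10 µM MG132 for full effect; MG132 reads +100%, hits lower the ratio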
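Concentration-response series (up to 46 uM) were applied to TMD8 dual-reporter cells for 4 h at 37C with doxycycline. Green/red ratio, after filter-overlap correction, defined %Activity; red signal alone was normalised to basal cells and zero luminescence.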
TSG101-PTAP inh – qHTS Assay for Iinhibitors of HIV-1 Budding by Blocking the Interaction of PTAP/TSG101. 340,000 tested, under 10 active. Fluorescence polarization, FITC-PTAP peptide / Tsg101 binding. Potency, µM (doses to about 115 µM), inactives show top-dose activity change, negative = inhibition, most hits filed as inhibitors. AID 493005, 2010; active = well fitted inhibition curve with a large enough effect in the main read-out, with a control signal flat, not every such curve was filed as active; inconclusive = small, poorly fitted or top-dose-only effect, or effect the other way, or a change in a side signal; inactive = no such curve, though single readings can be large or run the other way; also: potency is read from the fitted curve at half-maximal effect; % of control where 0% means no effect
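Compounds were pin-transferred onto Tsg101 binding domain (10 uM final) in HEPES pH 7.5 buffer, then FITC-PTAP peptide was added at 50 nM final. After 20 min at RT, polarization reported peptide displacement across a qHTS concentration series.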
Mito fusion act – qHTS Assay for Small Molecule Inhibitors of Mitochondrial Division or Activators of Mitochondrial Fusion; S. cerevisiae fusion-defective mutant growth rescue, CellTiterGlo 48 h; Potency, µM (doses to about 46.1 µM), for the others: top-dose growth rescue (activation), usual class: activators; 320,000 tested, 0.23% active;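 also: potency is read from the fitted curve at half-maximal effect; % of control where 0% means no effect; nearly all actives have a fitted effect of over 45% in size; temperature-sensitive fusion mutants such as fzo1-1 at 37 °C on non-fermentable ethanol glycerol medium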
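Yeast fusion mutant, YPEG (non-fermentable carbon), compound, 48 h at 37C non-permissive; CellTiterGlo added, 10 min RT, luminescence read. Rescued growth = division inhibition.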
A-T KAP1 phos – qHTS Assay for Identifying a Potential Treatment of Ataxia-Telangiectasia | […] A-T fibroblasts, KAP-1 phosphorylation AlphaLISA; neocarzinostatin DNA damage 30 min before lysis | Potency, µM (top dose mostly 57.5 µM), for inactives: top-dose activation, most hits filed as activators | 320,000 tested, 0.19% active | AID 485349, 2010; also: potency is read from the fitted curve at half-maximal effect; % of control where 0% means no effect; nearly all actives have a fitted effect of over 45% in size
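ATM-like activity read as KAP-1 phosphorylation via AlphaLISA donor/acceptor antibody pairs after lysis and 6 hr at 25C. Cells were ATM-null patient fibroblasts ([…], hTERT), dosed 60 min, then exposed to the DSB inducer NCS for 30 min.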
* marks the source's active call; other numbers are inactive results; ? = inconclusive; . = not tested or not shown; [ ] = remark or other dose. Unless noted, calls follow the shape of the dose curve; as a rule, active = well fitted curve in the direction sought with a large enough effect; inconclusive = small, poorly fitted or top-dose-only effect, or another doubt; inactive = no such curve, though single readings can be large; an effect the other way counts as inactive or inconclusive. Hits appear at their usual frequency. Share with any hit: about 3.2%.

(1) C[C@H](NS(=O)(=O)c1ccccc1)C(=O)OCC(=O)NC(=O)Nc1ccc2c(c1)OCCO2
(2) CCCCn1c(N)c(N2CCOCC2)c(=O)n(CC(=O)NCCc2ccccc2)c1=O
(3) CCOc1ccccc1NC(=O)c1cccc2c1C(=O)N(C1CCCCC1)C2
(4) CCOC(=O)Cc1csc(NC(=O)c2cccnc2)n1
(5) CCOC(=O)Cn1c(=NC(=O)CC)sc2c(C)cc(C)cc21
(6) COc1ccc(C(=O)NNC(=O)CCn2nnc(-c3ccc(C)cc3)n2)cc1OC
(7) CN(C)c1nc(C(N)=O)nc(N2CCOCC2)n1
(8) OC1(C#CCN2CCCC2)CCCCC1
(9) COc1ccc(-c2nc3ncccc3o2)cc1NC(=O)c1cccs1
(10) CCSc1nc2[nH]ncc2c(=O)[nH]1

| assay / compound | 1 | 2 | 3 | 4 | 5 | 6 | 7 | 8 | 9 | 10 |
| --- | --- | --- | --- | --- | --- | --- | --- | --- | --- | --- |
| Tb PFK inh | -5% | 0% | -4% | 1% | -2% | 5% | -4% | -3% | -5% | -2% |
| S-ASM inh | -2% | 2% | -10% | 5% | -2% | -1% | 1% | 2% | -3% | 3% |
| BCR signal inh | 0% | -1% | -3% | 0% | 4% | ? | -2% | -2% | 0% | 0% |
| TCR act | -2%[46.1 µM] | 3% | 0% | -2% | 4% | -2% | 5% | -2% | -2% | -1%[46.1 µM] |
| ELG1 DNA repair | ? | -2% | ? | -27% | ? | 3% | -4% | -14% | -10% | 1% |
| TSG101-PTAP inh | -7% | -1% | -4% | -4% | 0% | -2% | -1% | -1% | -1% | 0% |
| Mito fusion act | 1% | -5% | -10% | 1% | 2% | -1% | -2% | -1% | ? | 2% |
| Integrin act MD | 7% | 4% | 3.2µM* | 12% | -12% | -26% | -2% | -8% | 9% | -9% |
| A-T KAP1 phos | -5% | 1% | -1% | 0% | 19% | -1% | . | 30% | 2% | 0% |
| TSHR antagonist | -1 | -3 | 8 | -7 | -3 | 7 | 12 | 18 | 2 | 2 |
| Eya2 phos inh | 4% | 14% | 0% | -7% | 3% | -2% | -1% | 0% | 2% | 4% |

2 entries drawn at random from those above:
(9) COc1ccc(-c2nc3ncccc3o2)cc1NC(=O)c1cccs1
(5) CCOC(=O)Cn1c(=NC(=O)CC)sc2c(C)cc(C)cc21

| assay / compound | 9 | 5 |
| --- | --- | --- |
| Tb PFK inh | -5% | -2% |
| S-ASM inh | -3% | -2% |
| BCR signal inh | 0% | 4% |
| TCR act | -2% | 4% |
| ELG1 DNA repair | -10% | ? |
| TSG101-PTAP inh | -1% | 0% |
| Mito fusion act | ? | 2% |
| Integrin act MD | 9% | -12% |
| A-T KAP1 phos | 2% | 19% |
| TSHR antagonist | 2 | -3 |
| Eya2 phos inh | 2% | 3% |

Nos. 1 to 10 of the list above:
(1) C[C@H](NS(=O)(=O)c1ccccc1)C(=O)OCC(=O)NC(=O)Nc1ccc2c(c1)OCCO2
(2) CCCCn1c(N)c(N2CCOCC2)c(=O)n(CC(=O)NCCc2ccccc2)c1=O
(3) CCOc1ccccc1NC(=O)c1cccc2c1C(=O)N(C1CCCCC1)C2
(4) CCOC(=O)Cc1csc(NC(=O)c2cccnc2)n1
(5) CCOC(=O)Cn1c(=NC(=O)CC)sc2c(C)cc(C)cc21
(6) COc1ccc(C(=O)NNC(=O)CCn2nnc(-c3ccc(C)cc3)n2)cc1OC
(7) CN(C)c1nc(C(N)=O)nc(N2CCOCC2)n1
(8) OC1(C#CCN2CCCC2)CCCCC1
(9) COc1ccc(-c2nc3ncccc3o2)cc1NC(=O)c1cccs1
(10) CCSc1nc2[nH]ncc2c(=O)[nH]1

| assay / compound | 1 | 2 | 3 | 4 | 5 | 6 | 7 | 8 | 9 | 10 |
| --- | --- | --- | --- | --- | --- | --- | --- | --- | --- | --- |
| Tb PFK inh | -5% | 0% | -4% | 1% | -2% | 5% | -4% | -3% | -5% | -2% |
| S-ASM inh | -2% | 2% | -10% | 5% | -2% | -1% | 1% | 2% | -3% | 3% |
| BCR signal inh | 0% | -1% | -3% | 0% | 4% | ? | -2% | -2% | 0% | 0% |
| TCR act | -2%[46.1 µM] | 3% | 0% | -2% | 4% | -2% | 5% | -2% | -2% | -1%[46.1 µM] |
| ELG1 DNA repair | ? | -2% | ? | -27% | ? | 3% | -4% | -14% | -10% | 1% |
| TSG101-PTAP inh | -7% | -1% | -4% | -4% | 0% | -2% | -1% | -1% | -1% | 0% |
| Mito fusion act | 1% | -5% | -10% | 1% | 2% | -1% | -2% | -1% | ? | 2% |
| Integrin act MD | 7% | 4% | 3.2µM* | 12% | -12% | -26% | -2% | -8% | 9% | -9% |
| A-T KAP1 phos | -5% | 1% | -1% | 0% | 19% | -1% | . | 30% | 2% | 0% |
| TSHR antagonist | -1 | -3 | 8 | -7 | -3 | 7 | 12 | 18 | 2 | 2 |
| Eya2 phos inh | 4% | 14% | 0% | -7% | 3% | -2% | -1% | 0% | 2% | 4% |

(next part)
(11) CS(=O)(=O)Nc1ccc(C(=O)NC2CCCC2)cc1
(12) COc1cc(C(=O)OCC(=O)Nc2sccc2C(N)=O)cc(OC)c1OC
(13) O=C(c1ccc2ccccc2c1)N1CCCCC1
(14) Cc1cccc(CS(=O)(=O)Cc2ccc(C(=O)NCCCN3CCCC3)o2)c1
(15) Cc1ccc(CNC(=O)C2CCCN(c3nc4ccsc4c(=O)s3)C2)cc1 (centres undefined)
(16) COc1ccc(CNC(=O)c2cc3c(=O)n4cccc(C)c4nc3n(CC3CCCO3)c2=N)cc1 (centres undefined)
(17) CCOC(=O)C(C)Sc1nnc(Cc2cc(=O)[nH]c(=O)[nH]2)n1-c1ccc(Cl)cc1 (centres undefined)

| assay / compound | 11 | 12 | 13 | 14 | 15 | 16 | 17 |
| --- | --- | --- | --- | --- | --- | --- | --- |
| Tb PFK inh | -4% | 7% | -1% | -1% | 0% | 0% | 28% |
| S-ASM inh | 0% | 2% | 4% | -1% | 135%[activator] | 282%[activator] | 4% |
| BCR signal inh | -2% | -5% | 1% | 6% | 8% | -1% | 6% |
| TCR act | 2% | 0% | -10% | 10% | 1% | 0% | 7%[46.1 µM] |
| ELG1 DNA repair | 16% | ? | 24% | 0% | 7% | -3% | 4% |
| TSG101-PTAP inh | -5% | 3% | 0% | 4% | 1% | 1% | -5% |
| Mito fusion act | 3% | -8% | 2% | 2% | -1% | 2% | -3% |
| Integrin act MD | -9% | -29% | 4% | -17% | 30% | -8% | -3% |
| A-T KAP1 phos | 6% | -10% | 1% | . | 5% | 4% | 0% |
| TSHR antagonist | 6 | -17 | 6 | -1 | 6 | 1 | 1 |
| Eya2 phos inh | -11% | 7% | -5% | -7% | 4% | -18% | -9% |
